# miR122 inh – miR-122 inhibition in Huh7 cells; Huh7 miR-122 Renilla luciferase sensor, 48 h; neutral wells = 0, positive control = 100; activation (reporter increase), % at 12.5 µM; 340,000 tested, 0.3% active;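 active = mean replicate activation score at least 90 and every replicate individually at or above 90; inconclusive = only one of the two criteria met; inactive = neither criterion met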;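 also: higher luciferase means less miR-122 activity so hits act as miR-122 inhibitors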
# PAX8 inh HTS – lowers PAX8-driven luciferase in RMG-I cells | RMG-I TPO-luciferase reporter, SteadyGlo, 24 h | inhibition, % at 12.6 µM | 360,000 tested, 1.2% active;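 active = mean replicate inhibition at least 60% with every replicate also reaching 60%; inconclusive = only one of the two criteria is met; inactive = mean below 60% and not all replicates reaching 60%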;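 also: luciferase light reporting Pax8 driven TPO promoter activity; plate controls were median of neutral control wells for no effect and mitoxantrone controls for full effect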
# CASP6 VEID inh – caspase-6 (human) enzyme inhibition. P55212. purified caspase-6, Z-VEID-R110 cleavage fluorescence. inhibition, % at 12.5 µM. 350,000 tested, 0.53% active. AID 686996;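 active = mean inhibition across replicates at least about 35%, with every replicate also reaching that limit, limit read from the data; inconclusive = only one of the two criteria met; inactive = neither criterion met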;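 also: 0% = median of neutral control wells and 100% = no fluorescence left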
# Target sequence (P55212 24-179 limits assumed): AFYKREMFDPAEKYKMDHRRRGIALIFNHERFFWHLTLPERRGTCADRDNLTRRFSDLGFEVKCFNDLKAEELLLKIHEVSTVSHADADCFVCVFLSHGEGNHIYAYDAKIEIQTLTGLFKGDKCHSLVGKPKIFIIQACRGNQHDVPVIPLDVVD
# Target sequence (P55212 194-293 limits assumed): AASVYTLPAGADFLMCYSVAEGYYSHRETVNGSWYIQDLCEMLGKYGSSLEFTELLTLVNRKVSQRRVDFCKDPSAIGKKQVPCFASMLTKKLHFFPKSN
# Cneo AK release – Cryptococcus neoformans lysis via adenylate kinase release. 360,000 tested, 0.2% active. AID 651654. lysis activity, % at 15 µM. C. neoformans lysis, adenylate kinase release luminescence, 4 h; normalised: neutral wells 0, clomiphene wells 100;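 active = mean lysis activity across replicates of at least 80%, whatever share of replicates individually reach that level; inactive = mean lysis activity below 80%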
#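 Test system: log-phase Cryptococcus neoformans yeast cells; Quantity: yeast cell density of 5 × 10^6 cells/mL; Buffer or medium: YPD; Doses: single compound concentration per well; Timing: 4 h at 37 °C static, read 1 h later; Measured by: AK luminescence; Read-out basis: lysis from increased AK signal; Control set: Clomiphene as positive control.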
# EWS-Fli block – blocks EWS/Fli oncoprotein-driven transcription; 350,000 tested, 0.67% active; A673 NR0B1-luciferase reporter, viability-normalised; AID 651661; inhibition, % at 12.6 µM;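 active = mean inhibition of at least 50% after viability correction, with every replicate also passing that limit; inconclusive = mean reaches 50% but only one of two replicates passes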;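 also: firefly luciferase signal divided by Alamar Blue viability fluorescence both relative to DMSO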
# LGR2 antag – Drosophila LGR2 receptor signaling inhibition; inhibition, % at 9.99 µM; HEK293 LGR2, CRE-luciferase, bursicon-stimulated, 4 h; 380,000 tested, 0.35% active; AID 720647;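 active = drop in luminescence signal, shown as inhibition above about 50% in the replicate tests, limit read from the data, passing the limit was not always enough; inconclusive = probably only some replicates passing the limit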;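 also: agonist challenge used bursicon conditioned medium at about half maximal strength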
# PGC1a acetyl inh – modulators of PGC1a acetylation; U2OS PGC1a acetylation, AlphaScreen anti-acetyl-lysine; with virally co-expressed GCN5 acetyltransferase; inhibition, % at 15.6 µM; 350,000 tested, 0.17% active;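 active = every replicate shows inhibition of at least 40%; inconclusive = mean inhibition at least 40% but some replicate below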;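 also: 0% = neutral control wells and 100% = positive control wells; some results beyond the cut were filed as inactive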
# FN deposit inh – fibronectin deposition inhibition | 350,000 tested, 0.086% active | inhibition, % at 12.6 µM | AID 743247 | AH1F fibroblasts, Alexa488-fibronectin deposition fluorescence, overnight;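 active = mean inhibition across replicates of 30% or more, regardless of how many single replicates reach that level; inconclusive = mean under 30% yet at least half of replicates reach 30%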;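 also: positive control wells lacked labelled fibronectin entirely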
#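 Material – AH1F fibroblast monolayer, labelled fibronectin deposition · Reagent – labelled fibronectin 24 nM · Timing – 1 h adhesion, overnight exposure · Measured by – fluorescence at 485 nm excitation, 525 nm emission · Read-out – inhibition of fibronectin deposition signal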
# Starred values were filed as active, the others as inactive; ? = inconclusive; / = not tested or not shown; [ ] = dose if it differs, or a comment.
entry	SMILES	miR122 inh	PAX8 inh HTS	CASP6 VEID inh	Cneo AK release
1	CC(C)c1[nH]nc2c1C(c1cccc(C(F)(F)F)c1)N(Cc1ccccc1)C2=O (configuration not stated)	/	15.8	3.0	/
2	COc1cccc(-c2nc(CS(=O)(=O)CC(=O)N3CCN(C)CC3)c(C)o2)c1	/	7.2	1.8	0.7
3	CCOC(=O)N1CCC(NC(=O)CCc2cn(C)c3ccccc23)CC1	-0.7	/	/	-2.8
4	O=C(CN1CCOCC1)N1CC(=O)N2[C@H](CO)[C@@H](c3ccc(-c4cccc(F)c4)cc3)[C@H]2C1	/	/	6.4	/
5	CSc1ccc(Cn2c(C)c(C(=O)NCc3cccc(C(F)(F)F)c3)sc2=O)cc1	/	12.2	6.1	0.1
6	Cn1c(COc2ccc(Br)cc2)nnc1SC1CCc2ccccc2C1=O (configuration not stated)	1.2	26.2	/	/
7	Oc1c(C=C2N=c3ccccc3=N2)sc(=S)n1-c1ccccc1	12.6	1.1	3.7	-1.8
8	CO[C@H]1CN(C)C(=O)c2ccc(NS(=O)(=O)CC(F)(F)F)cc2OC[C@H](C)N(C(=O)NC(C)C)C[C@@H]1C	6.7[16.7 µM]	/	/	/
9	C[C@H](CO)N1C[C@H](C)[C@@H](CN(C)CC2CC2)Oc2ccc(NS(=O)(=O)c3ccc(Cl)cc3)cc2C1=O	6.6[16.7 µM]	-3.3	-6.5	-0.3
10	CCOC(=O)Cc1csc2nc(-c3ccccc3)nn12	/	-20.6	-2.5	0.3
11	Cc1cccc(OCC(=O)N/N=C/c2ccc3c(c2)OCO3)c1	/	7.6	-1.5	/
12	Cc1onc(-c2ccccc2Cl)c1C(=O)N1CCN=C1SCc1cccnc1	8.5	-14.1	/	0.3

entry	EWS-Fli block	LGR2 antag	PGC1a acetyl inh	FN deposit inh
1	6.5	10.5	/	4.3
2	-1.3	11.2	/	-1.5
3	/	-3.1	14.5	-4.2
4	-3.4	14.4	-0.4	-4.8
5	5.2	-5.9	/	-0.9
6	/	23.9	10.8	-1.2
7	2.8	-1.2	4.9	-4.8
8	-0.8	8.3	1.0	-0.3
9	-16.2	-21.4	-13.6	/
10	-9.8	-5.5	/	-25.3
11	-3.2	10.7	/	/
12	/	/	-0.7	2.8

# Fetched one by one from the list above:
entry	SMILES	miR122 inh	PAX8 inh HTS	CASP6 VEID inh	Cneo AK release
7	Oc1c(C=C2N=c3ccccc3=N2)sc(=S)n1-c1ccccc1	12.6	1.1	3.7	-1.8
11	Cc1cccc(OCC(=O)N/N=C/c2ccc3c(c2)OCO3)c1	/	7.6	-1.5	/
6	Cn1c(COc2ccc(Br)cc2)nnc1SC1CCc2ccccc2C1=O (configuration not stated)	1.2	26.2	/	/

entry	EWS-Fli block	LGR2 antag	PGC1a acetyl inh	FN deposit inh
7	2.8	-1.2	4.9	-4.8
11	-3.2	10.7	/	/
6	/	23.9	10.8	-1.2

# Next part:
entry	SMILES	miR122 inh	PAX8 inh HTS	CASP6 VEID inh	Cneo AK release
13	Cc1cccc(C(=O)N2CCCC(c3nc(-c4ccc(F)cc4)no3)C2)c1 (configuration not stated)	/	-6.7	0.8	0.3
14	COc1ccc(CCn2c(=N)c(C(=O)NC3CCCCC3)cc3c(=O)n4ccccc4nc32)cc1	/	9.6	4.5	1.7
15	Cc1ccc(SCCC(=O)Nc2ccccc2C(=O)N2CCOCC2)cc1	4.1	/	/	2.5
16	O=C(NC[C@@H]1[C@H](c2ccccc2)[C@H](CO)N1CC1CCCC1)c1ccncc1	16.7[16.7 µM]	-4.8	/	5.1
17	COc1ccc(CC(=O)Nc2ccccc2Oc2ccccc2)cc1	/	20.2	2.0	/
18	C[C@H](CO)N1C[C@H](C)[C@@H](CN(C)S(=O)(=O)c2ccc(Cl)cc2)Oc2ccc(NS(=O)(=O)c3ccccc3)cc2C1=O	-0.2[16.7 µM]	1.1	/	/
19	Cc1nc2ccccc2n1C1CC(=O)N(Cc2ccccc2)C1=O (configuration not stated)	-1.3	/	/	0.1
20	COc1ccc(N2C(=O)CC(N3CCN(c4ccc(Cl)cc4)CC3)C2=O)cc1 (configuration not stated)	-2.9	9.6	0.2	-0.9
21	COC(=O)C(C)NC(=O)c1cn(-c2ccccc2OC)c(=O)c2ccccc12 (configuration not stated)	-2.9	7.4	2.0	1.2
22	CCOc1ccc(C2N(c3ccc(F)cc3)C(=O)C3CCCN32)cc1OC (configuration not stated)	-3.1	-23.1	1.9	-0.9
23	COc1ccc(CNC(=O)[C@@H](NC(=O)C2CCN(C(=O)[C@@H](N)CC(C)C)CC2)C(C)C)cc1	-2.0	/	-4.5	3.9
24	CC1CCN(CCCNC(=O)c2ccc3c(Cl)c4c(nc3c2)CCCC4)CC1	3.4	26.9	-6.4	/

entry	EWS-Fli block	LGR2 antag	PGC1a acetyl inh	FN deposit inh
13	-88.3	-12.0	/	-0.7
14	18.1	7.7	/	-9.3
15	/	-4.4	-3.3	/
16	3.2	-6.9	-6.8	-6.9
17	-2.1	-27.0	/	/
18	-7.6	9.8	-2.5	/
19	/	/	3.7	2.3
20	5.2	1.7	0.5	-1.8
21	2.4	-13.2	-4.6	-6.8
22	2.0	-4.5	12.9	-6.7
23	-0.4	-6.0	14.4	/
24	-2.4	7.2	8.4	9.5

# Following part
entry	SMILES	miR122 inh	PAX8 inh HTS	CASP6 VEID inh	Cneo AK release
25	C[C@@H]1CN([C@H](C)CO)C(=O)c2cc(NC(=O)C3CCCCC3)ccc2O[C@@H]1CN(C)CC1CCCCC1	-5.5[16.7 µM]	/	1.7	-1.1
26	Cc1ccccc1NS(=O)(=O)c1cc(C(=O)NCCSC2CCCCC2)ccc1C	50.9	/	-1.5	0.7
27	NC(=O)c1ccc(NC(=O)COC(=O)CCCOc2ccccc2)cc1	/	-3.4	2.4	/
28	CNC[C@@H]1Oc2ncc(C#Cc3cccc(OC)c3)cc2C(=O)N([C@@H](C)CO)C[C@@H]1C	-18.9[16.7 µM]	-20.3	-1.9	-2.7
29	Cc1ccc2oc(Nc3nc(C)c(C)c(C)n3)nc2c1	/	-118.9	4.2	/
30	C[C@@H]1CCCCO[C@H](CN(C)S(=O)(=O)c2cccs2)[C@@H](C)CN([C@@H](C)CO)C(=O)c2cc(NS(=O)(=O)c3ccc(Cl)cc3)ccc2O1	6.0[16.7 µM]	68.4*	0.6	-0.7
31	Cc1cccc(C(=O)NNC(=O)c2ccco2)c1O	-1.4	-68.3	-1.2	-1.3
32	COCC#Cc1cnc2c(c1)C(=O)N([C@H](C)CO)C[C@@H](C)[C@H](CN(C)C(=O)c1ccc(F)cc1)O2	-6.9[16.7 µM]	/	-1.1	5.0
33	CC(C)NC(=O)C1CCN(C2CCN(C(=O)c3ccc4cccc(F)c4n3)CC2)CC1	-3.0	46.6	-2.5	-5.1
34	CC(=O)Nc1cccc(-c2csc(N)n2)c1	/	-10.0	2.4	/
35	CCc1ccc(OCC(=O)N(Cc2cccs2)C2CCS(=O)(=O)C2)cc1 (configuration not stated)	0.8	-7.8	-1.4	-1.2
36	CC1CC(C)(C)CC2(C1)NC(=O)N(CC(=O)N(Cc1ccccc1)c1ccccc1)C2=O (configuration not stated)	-0.5	4.1	-0.3	-0.1

entry	EWS-Fli block	LGR2 antag	PGC1a acetyl inh	FN deposit inh
25	1.7	11.2	-8.6	-6.5
26	2.7	14.1	-17.4	/
27	0.8	-1.7	/	15.7
28	1.5	1.2	-5.2	/
29	-110.8	-62.2	?	8.6
30	6.5	3.1	-13.5	-13.1
31	/	3.7	-1.3	/
32	-1.9	18.7	-8.5	-0.9
33	6.7	-3.3	7.1	0.9
34	3.4	12.9	/	4.3
35	2.4	8.1	2.8	-3.1
36	7.3	17.0	-5.8	-1.8

# (more compounds)
entry	SMILES	miR122 inh	PAX8 inh HTS	CASP6 VEID inh	Cneo AK release
37	Cc1ccc(S(=O)(=O)N(C)C[C@@H]2Oc3c(NC(=O)c4ccc(-c5nccs5)cc4)cccc3C(=O)N([C@H](C)CO)C[C@H]2C)cc1	1.3[16.7 µM]	7.5	/	6.8
38	CC(=O)Nc1ccc(NC(=O)CSc2ccc(-c3ccco3)nn2)cc1	/	-7.7	-1.0	/
39	O=C(C[C@H]1C[C@H]2c3cc(NC(=O)NC4CCCCC4)ccc3O[C@H]2[C@@H](CO)O1)NCc1cccnc1	-3.5[16.7 µM]	4.6	16.5	0.9
40	CCCCc1nnc(NC(=O)CCS(=O)(=O)Cc2ccccc2)s1	-2.2	3.6	-0.7	2.0
41	COc1ccccc1NC(=O)N(C)C[C@@H]1Oc2ncc(C#CC(C)C)cc2C(=O)N([C@@H](C)CO)C[C@@H]1C	-5.9[16.7 µM]	8.0	-0.1	-7.9
42	COc1ccc(N2CCN(C(=O)C3CCN(S(=O)(=O)c4ccc(F)cc4)CC3)CC2)cc1	-1.7	14.8	1.1	/
43	CCCCCCC(=O)N(O)C1CC(=O)N(c2ccc(F)cc2)C1=O (configuration not stated)	/	-7.3	0.4	-0.6
44	O=C(C[C@@H]1CC[C@H]2[C@@H](COC[C@H](O)CN2Cc2ccccc2)O1)N1CCOCC1	0.3[16.7 µM]	-15.8	3.2	6.4
45	CN1C(=O)c2cc(NC(=O)NC3CCCC3)ccc2OC[C@@H]2O[C@H](CC(=O)NCC3CC3)CC[C@@H]21	20.0[16.7 µM]	-3.0	-4.2	-3.1
46	COC(=O)C[C@@H]1C=C[C@@H](NS(=O)(=O)c2ccccc2F)[C@H](CO)O1	6.7[16.7 µM]	2.1	-0.2	-3.2
47	CC(C)(C)NC(=O)C(c1ccco1)N(C(=O)Cn1nnc(-c2ccc(F)cc2)n1)c1ccccc1F (configuration not stated)	-4.9	/	/	5.2
48	O=C(CN1C(=O)CCC1=O)Nc1nc(-c2ccc(Oc3ccccc3)cc2)cs1	/	16.3	-0.6	/

entry	EWS-Fli block	LGR2 antag	PGC1a acetyl inh	FN deposit inh
37	-8.8	-5.4	-3.7	/
38	-26.1	-10.4	11.1	2.3
39	1.8	-1.5	4.8	/
40	/	-1.2	-0.2	/
41	-19.3	-3.3	-15.5	-11.0
42	0.3	23.9	-5.5	-2.4
43	17.1	/	23.9	10.2
44	6.3	15.9	-0.3	4.4
45	-1.6	-14.8	0.7	6.3
46	-14.7	33.2	-4.2	6.8
47	/	21.3	5.0	-6.3
48	1.7	/	/	-10.3

# Going on with the list.
entry	SMILES	miR122 inh	PAX8 inh HTS	CASP6 VEID inh	Cneo AK release
49	CCN(CC)CC(O)CCCCCCCCC(=O)OC (configuration not stated)	-2.6	1.3	-0.3	0.1
50	CCCCn1c(N)c(N(Cc2ccccc2OC)C(=O)COc2ccc(F)cc2Cl)c(=O)[nH]c1=O	/	-3.0	-5.9	3.4
51	CC(Sc1nnc(N)s1)C(=O)Nc1ccc2c(c1)OCCO2 (configuration not stated)	-2.6	-17.2	1.9	0.9
52	O=C(Nc1ccc(F)cc1F)C1CCCN(c2ncnc3c2nc2n3CCCCC2)C1 (configuration not stated)	-2.2	/	-0.3	8.6
53	O=C(c1c(F)cccc1F)N1CCN(S(=O)(=O)c2ccc3c(c2)OCCO3)CC1	-2.7	1.1	-1.0	11.3

entry	EWS-Fli block	LGR2 antag	PGC1a acetyl inh	FN deposit inh
49	-5.5	9.3	-5.9	3.5
50	0.7	4.9	/	/
51	-2.3	-14.3	-21.3	/
52	/	/	-18.1	/
53	15.6	4.1	/	-0.2

# Assay outcomes (PubChem)
